VIM-2 inh: VIM-2 metallo-beta-lactamase inhibitors, primary screen, biochemical, epi-absorbance readout, Pseudomonas aeruginosa enzyme | hit rate 0.89% among 290,000 | purified VIM-2, nitrocefin hydrolysis, epi-absorbance fluorescence | inhibition, % at 5.6 µM;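 active = inhibition above the mean of all tested compounds plus 3 SD, cutoff set per screening run, cut at about 7.5% in these data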;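 note: red hydrolysis product quenches plate fluorescence so inhibitors raise well fluorescence; 0% = enzyme with DMSO and 100% = DMSO without enzyme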
PHOSPHO1 inh: PubChem AID 1565; recombinant PHOSPHO1, absorbance phosphatase assay; hit rate 1.1% among 290,000; Phosphoethanolamine/phosphocholine phosphatase (Homo sapiens), Q8TCT1; inhibition, % at 13.3 µM; in the data active = inhibition above about 60%
Target sequence (Q8TCT1 whole entry, looked up): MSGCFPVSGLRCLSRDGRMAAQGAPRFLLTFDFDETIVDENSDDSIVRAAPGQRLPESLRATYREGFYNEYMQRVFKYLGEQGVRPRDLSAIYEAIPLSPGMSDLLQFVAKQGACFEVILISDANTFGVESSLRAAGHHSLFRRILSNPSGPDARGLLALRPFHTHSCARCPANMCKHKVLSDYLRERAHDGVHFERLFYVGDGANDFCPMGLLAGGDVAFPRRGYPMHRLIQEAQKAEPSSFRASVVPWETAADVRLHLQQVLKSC
DNA FID counter: compounds displacing fluorescent DNA intercalator, primary screen, artefact control for HCV NS3 helicase inhibitor project, biochemical, FID fluorescence; inhibition, % at 7.9 µM; hit rate 0.17% among 290,000; DNA fluorescent intercalator displacement; in the data active = inhibition above about 37%;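 note: 0% = vehicle and 100% = reference compound; higher means more ethidium bromide displaced from hairpin DNA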
MEKK3 PB1 HTS: modulators of MEKK3-MEK5 PB1 binding, primary screen, biochemical, wildtype MEKK3, multiplex bead flow cytometry, Alexa488-MEK5 | Mitogen-activated protein kinase kinase kinase 3 (Homo sapiens), Q99759 | bead-based flow cytometry, Alexa488-MEK5 binding to MEKK3; actives lie on both sides; 0 = blocked by unlabeled MEK5, 100 = vehicle | binding response (% of control), % at 10 µM | hit rate 1.4% among 290,000;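 active = binding response more than 3 SD above or below the average of its plate-row segment, actives on both sides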;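 note: Alexa488 bead fluorescence after subtracting the streptavidin-only scavenger bead signal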
SUMO HTRF inh: inhibitors of in vitro SUMOylation cascade, primary screen, biochemical, HTRF, uHTS; SUMO-conjugating enzyme UBC9 (Homo sapiens), P63279; hit rate 0.36% among 290,000; HTRF SUMOylation assay, SAE1/SAE2 + UBC9; inhibition, % at 35 µM; AID 2006, 2009; in the data active = inhibition above about 50%, passing the limit was not always enough; note: strong numbers were not always called active
Target sequence (P63279 whole entry, looked up): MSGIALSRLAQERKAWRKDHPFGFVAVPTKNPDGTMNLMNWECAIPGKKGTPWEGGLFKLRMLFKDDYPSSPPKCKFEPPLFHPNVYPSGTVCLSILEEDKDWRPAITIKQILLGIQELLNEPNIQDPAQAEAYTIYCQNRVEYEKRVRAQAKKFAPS
p-CIP stab down: p/CIP-EGFP fusion destabilizers, primary screen, fluorescence, F442A cells; Q05BA5; 16 h; decrease of EGFP signal, % at 10 µM; hit rate 0.01% among 290,000;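 active = EGFP signal decrease of at least 30% at 10 µM or well 3 SD below plate mean, unless failing retest; inactive = the rest, including hits failing retest or dose response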; note: some compounds called inactive have numbers as strong as hits; many of its hits are not listed in these tables
IDE act: human IDE activators in live cells, primary screen, fluorescence polarization, HEK cells, FAbeta-B substrate; AID 493087, 2011; activation, % at 5.96 µM; Insulin-degrading enzyme (Homo sapiens), P14735; FAbeta-B cleavage; 0% vehicle, 100% cell-free pure enzyme wells; hit rate 0.073% among 340,000;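 active = activation above the mean of all tested compounds plus 3 SD, set per screening campaign, cut at about 17% in these data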
IMP-1 inhibitor: IMP-1 metallo-beta-lactamase inhibitors, primary screen, biochemical, epi-absorbance readout, Pseudomonas aeruginosa enzyme; purified IMP-1, nitrocefin hydrolysis, epi-absorbance fluorescence; inhibition, % at 5.6 µM; hit rate 0.45% among 290,000;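 active = inhibition above the mean plus 3 SD of all compounds in the same screening run, cut at about 4.5% in these data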;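 note: 0% = IMP-1 with DMSO and 100% = DMSO wells lacking enzyme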
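Assay system: purified recombinant IMP-1 beta-lactamase. Input: IMP-1 0.2 nM before substrate addition. Buffer or medium: Zinc- and detergent-supplemented HEPES buffer, pH 7.1. Schedule: 25 °C, 15 min preincubation, 25 min reaction. Signal: Epi-absorbance fluorescence, 480 nm excitation, 530 nm emission. Evaluation: percent inhibition from optical density relative to buffer-blank wells.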
HCV NS3 hel inh: inhibitors of HCV NS3 helicase, primary screen, biochemical, Cy5 molecular beacon fluorescence. Hepatitis C virus NS3 helicase. NS3 helicase DNA unwinding. inhibition, % at 10.9 µM. hit rate 0.56% among 290,000. AID 1800, 2009;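 active = inhibition above the mean of all tested compounds plus 3 SD, set per campaign, cut at about 35% in these data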;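 note: 0% = DMSO wells and 100% = thioflavine S control wells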
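Assay system – hepatitis C virus NS3 helicase domain fragment enzyme · Buffer or medium – MOPS pH 6.5, MgCl2, DTT, Tween20, BSA · Reagent – Cy5/quencher beacon DNA duplex and ATP to start · Compound – single 10.9 µM dose · Timing – 1 h at 25 °C · Technique – Cy5 beacon fluorescence read at start and 1 h · Measure – % inhibition of unwinding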
* hit, by the source's call; . = not tested or not shown. A portion of the library; the hit share may differ from the screen's.

SMILES	VIM-2 inh	PHOSPHO1 inh	DNA FID counter	MEKK3 PB1 HTS	SUMO HTRF inh	p-CIP stab down	IDE act	IMP-1 inhibitor	HCV NS3 hel inh
Cn1c(=O)[nH]c(=O)c2c1nc(NN)n2CCOc1ccccc1	-2.7	18	-12	106	23	-8	-1	-3.2	6
COC(=O)c1ccc(NS(=O)(=O)N(C)C)cc1	-3.1	29	-1	103	-1	-11	4	-0.2	-4
CC(=O)c1ccc(N(C(=O)Cn2nnc(-c3ccccc3)n2)C(C(=O)NC2CCCCC2)c2ccccn2)cc1 (configuration not stated)	-1.4	-9	-1	98	0	-23	2	-0.5	-7
O=C(CN1CCc2ccccc21)NC(=O)NCc1ccco1	-2.6	30	0	89	7	-14	0	-2.9	0
O=C(Nc1ccc(S(=O)(=O)Nc2ncccn2)cc1)C1CC(=O)N(c2ccc(Cl)cc2)C1 (configuration not stated)	-2.9	40	-22	100	7	0	1	-2.9	3
C=CCOC(=O)c1cn(CC)c2nc(C)ccc2c1=O	0.6	-10	-2	96	16	-4	-1	-3.5	-15
CCOC(=O)c1csc(NC(=O)CCSc2ccccc2)n1	-3.3	-50	-10	102	5	2	-7	-2.1	3
Cc1nonc1C(=O)N/N=C/c1cc2c(cc1Br)OCO2	-0.6	37	-3	101	10	-4	9	-4.1	-1
COc1ccccc1N1CCN(C(=O)c2cc(=O)c3c(C)cc(C)cc3o2)CC1	-0.5	37	-43	96	-2	-11	4	0.7	-1
Cc1cccc(-n2c(SCC(=O)NCc3ccco3)nnc2-c2ccco2)c1	-2.8	.	-25	104	.	.	6	-3.1	11
O=C(/C=C/c1ccccc1[N+](=O)[O-])N1CCN(c2ccccc2F)CC1	-2.2	26	-9	116	-4	26	3	-1.0	0
CC1=CC(c2ccccc2)n2nnnc2N1 (configuration not stated)	-2.9	32	-6	99	2	-12	-2	-3.7	11
O=C(NCCc1ccccc1)/C(=N\O)c1ccccc1	-3.7	3	0	.	13	0	-1	-4.3	5
CCn1c(=O)cc(SCC(=O)NCc2ccc(C)o2)c2ccccc21	-2.1	13	-14	106	-6	-5	-4	-1.0	2
CC(=O)Nc1ccccc1Sc1ccccc1	-3.0	-7	-4	106	17	-12	1	-3.0	-1
O=C(NCCc1c[nH]c2ccccc12)c1ccc(F)cc1F	0.7	3	-7	96	7	-6	2	-1.6	2
c1ccc(C2CNCCc3ccccc32)cc1 (configuration not stated)	-3.0	42	1	103	9	-2	2	-1.1	-24
O=C(NCc1ccccc1)c1cncc(Br)c1	-3.8	-3	-3	111	20	4	-5	-1.7	0
O=c1c2c(nc3c(-c4ccc(Cl)cc4)c[nH]n13)CCCC2	-2.4	13	-5	104	15	-5	1	-4.4	4
COc1cc2ccccc2cc1C(=O)N/N=C/c1ccc2c(c1)OCO2	-4.2	61*	-41	101	9	-3	-1	-3.7	13
CCC1=NN(C(=O)CCc2ccccc2)C(O)(C(F)(F)F)C1 (configuration not stated)	0.9	-14	2	92	12	-26	4	-1.1	-1
CC(C)c1ccc(NC(=O)CNC(=O)Cn2cnc3ccccc3c2=O)cc1	-3.5	3	-19	101	4	2	3	-2.6	5
Cc1occc1-c1nnc(SCC(=O)N2CCOCC2)n1CCc1ccccc1	-2.0	11	-22	113	-14	-2	-1	-2.3	3
CN(C)S(=O)(=O)c1ccc(Cl)c(NC(=O)COC(=O)CCSc2ccccc2)c1	-4.8	12	-23	105	-16	0	1	-2.8	-1
Cc1ccc(C(=O)C(C)OC(=O)C2CC(=O)N(C3CCCCC3)C2)cc1 (configuration not stated)	-0.6	50	-33	99	-11	2	5	-2.1	-2
COc1ccccc1NC(=O)c1ccc(NC(=O)CSc2ncn[nH]2)cc1	-3.0	-9	-6	108	1	-14	6	-1.7	-15
Cc1ccccc1-n1nnnc1SCC(=O)c1c(N)n(C)c(=O)n(C)c1=O	-3.9	33	0	95	15	-3	-2	-2.8	1
N=c1c2c(ncn1Cc1ccco1)Oc1ccc3ccccc3c1C2c1ccccc1 (configuration not stated)	-0.1	2	-1	102	-5	3	6	-2.0	-4
Clc1ccc(CSc2snnc2-c2ccccc2)c(Cl)c1	-0.2	13	0	99	8	-21	1	-3.0	-5
COc1cc(S(=O)(=O)N(Cc2ccccc2)CC2CCCO2)ccc1-n1cnnn1 (configuration not stated)	-3.9	47	-30	94	14	-9	1	-3.5	-7
CCCOc1ccc(C(=O)c2nc3c(n2O)CCCC3)cc1	-1.0	11	-5	104	11	-16	-2	2.1	7
CC(=O)c1cccc(NC(=S)NC2CC2)c1	-3.1	-9	0	97	-15	6	2	-3.0	3
Brc1cccc(-c2nnc3n2CCC3)c1	-0.5	-6	4	102	9	-6	3	-2.9	-1
CC(=O)c1ccc(NC(=O)c2cnn3ccccc23)cc1	-1.2	-5	-4	103	8	-4	-2	-1.1	1
NS(=O)(=O)c1ccc(NNC(=O)c2sccc2Cl)cc1	-0.1	-64	-2	106	5	-19	-1	-1.1	11
COc1cc(C)c(NC(=S)Nc2cccc(Cl)c2)cc1OC	-1.8	-3	2	97	-11	0	2	-0.8	-8
O=C(Cc1ccccc1)N1CCC(O)(c2cccnc2)CC1	0.1	12	-3	97	12	-11	1	-1.2	0
O=c1c2cc(N3CCOCC3)ccc2[nH]c(=S)n1Cc1ccc(Cl)cc1	-4.0	82*	-3	96	5	-8	5	-3.1	0
COc1ccccc1C(=O)Nc1cccc(C(=O)N2CCOCC2)c1	-2.4	43	-16	100	2	-16	1	-4.6	7
CC(=O)c1sc(NS(=O)(=O)c2ccc(C)cc2)nc1-c1ccccc1	-0.6	31	-24	96	19	-10	2	1.5	26
COc1cccc(CN2CCNC(=O)C2CC(=O)N(C)C2CCOCC2)c1OC (configuration not stated)	-2.3	66*	-16	110	3	-18	7	-4.2	3
CC(=O)N1CCN(Cc2nc3cc(NC(=O)Cn4nc(C)c5ccccc5c4=O)ccc3n2C)CC1	-3.9	-7	-18	.	-2	-1	-4	-3.1	4
Cc1cc(C(=O)N/N=C/c2ccc3ccccc3c2)n[nH]1	-4.9	26	-13	97	0	7	3	-2.8	5
COc1cccc(CN2CC(C(=O)N3CCCCCCC3)CCC2=O)c1 (configuration not stated)	-3.8	-6	-35	102	9	-12	-1	-1.4	-3
COc1ccc(OC)c(N(CC(=O)Nc2ccccc2)S(C)(=O)=O)c1	-3.3	14	-11	100	7	-5	6	-4.3	-2
CCCS(=O)(=O)c1c(S(=O)(=O)CCC)c2c(C(N)=O)cccn2c1C(=O)c1ccc(F)cc1	-2.6	-4	-5	104	-2	5	0	-2.4	7
CC(=O)N(CCc1ccccc1C)Cc1cc2cc3c(cc2[nH]c1=O)OCO3	-2.1	7	-11	94	19	-10	-2	-0.2	-5
CC(Oc1ccc(Cl)cc1)/C(N)=N/O (configuration not stated)	-0.7	24	3	103	-4	8	4	-2.3	9
Cc1cc(C)cc(N2C(=O)CN(Cc3ccccc3)C2=S)c1	-1.4	20	-21	105	7	-4	0	-2.2	4
CCOc1ccc(CNC(=O)C(=O)c2cn(CC(=O)N3CCOCC3)c3ccccc23)cc1OC	-2.5	43	-45	106	17	10	3	-3.3	-4
COc1ccc(CNc2nc3ccccc3n2Cc2ccc(Cl)cc2)cc1OC	-4.5	-2	6	97	-14	-1	3	-1.9	-50
CCCCNc1nc2ccccc2nc1NS(=O)(=O)c1ccc(F)cc1	-2.7	33	-33	105	4	17	5	-3.2	30
CC(=O)NS(=O)(=O)c1ccc(NC(=O)CSc2ccccc2)cc1	-4.0	22	1	88	11	-15	0	-3.5	3
CCS(=O)(=O)n1nc(-c2ccco2)nc1N	-1.2	44	-5	111	5	-4	0	-1.8	-2
O=C(CO/N=C/c1cccc([N+](=O)[O-])c1)NC1CCCCCC1	-3.1	10	-10	102	-17	2	5	-3.5	2
O=C(CN1CCOCC1)Nc1cccc(Cl)c1Cl	-1.3	-1	-7	97	10	6	-2	-0.6	-2
CCOCCCn1c(=S)[nH]c2cc(C(=O)NC3CCCCC3C)ccc2c1=O (configuration not stated)	1.6	34	-26	99	9	-3	3	0.3	32

An excerpt of these results, with values under each structure.
Results follow in this order: VIM-2 inh	PHOSPHO1 inh	DNA FID counter	MEKK3 PB1 HTS	SUMO HTRF inh	p-CIP stab down	IDE act	IMP-1 inhibitor	HCV NS3 hel inh
> COc1cccc(CN2CCNC(=O)C2CC(=O)N(C)C2CCOCC2)c1OC (configuration not stated)
→ -2.3	66*	-16	110	3	-18	7	-4.2	3
> CC(=O)N1CCN(Cc2nc3cc(NC(=O)Cn4nc(C)c5ccccc5c4=O)ccc3n2C)CC1
→ -3.9	-7	-18	.	-2	-1	-4	-3.1	4
> Cc1cc(C(=O)N/N=C/c2ccc3ccccc3c2)n[nH]1
→ -4.9	26	-13	97	0	7	3	-2.8	5
> COc1cccc(CN2CC(C(=O)N3CCCCCCC3)CCC2=O)c1 (configuration not stated)
→ -3.8	-6	-35	102	9	-12	-1	-1.4	-3
> COc1ccc(OC)c(N(CC(=O)Nc2ccccc2)S(C)(=O)=O)c1
→ -3.3	14	-11	100	7	-5	6	-4.3	-2
> CCCS(=O)(=O)c1c(S(=O)(=O)CCC)c2c(C(N)=O)cccn2c1C(=O)c1ccc(F)cc1
→ -2.6	-4	-5	104	-2	5	0	-2.4	7
> CC(=O)N(CCc1ccccc1C)Cc1cc2cc3c(cc2[nH]c1=O)OCO3
→ -2.1	7	-11	94	19	-10	-2	-0.2	-5
> CC(Oc1ccc(Cl)cc1)/C(N)=N/O (configuration not stated)
→ -0.7	24	3	103	-4	8	4	-2.3	9
> Cc1cc(C)cc(N2C(=O)CN(Cc3ccccc3)C2=S)c1
→ -1.4	20	-21	105	7	-4	0	-2.2	4
> CCOc1ccc(CNC(=O)C(=O)c2cn(CC(=O)N3CCOCC3)c3ccccc23)cc1OC
→ -2.5	43	-45	106	17	10	3	-3.3	-4

From PubChem BioAssay
